MPTP block: permeability transition pore inhibition; inhibition, % at 10 µM; isolated mouse mitochondria, Ca2+ swelling absorbance, 30 min; hit rate 1.4% among 360,000; AID 602449;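 active means inhibition of 50% or more, scaled per plate between neutral and stimulator controls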;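 further: 0% = DMSO wells given calcium and 100% = 1 mM EGTA wells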
GRIN3A LBD mod: NR3A (human) ligand-binding domain modulation; NR3A LBD differential scanning fluorimetry, Tm shift; 0% = protein alone, 100% = glycine-bound protein; hit rate 2.5% among 340,000; Tm shift relative to glycine control, % at 25 µM;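 active means melting temperature shift of at least 10% of the positive control shift, at one fixed dose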
The depositor's hits bear a star. The list is partial, so the mix of outcomes need not match the whole.

MPTP block	GRIN3A LBD mod	Compound
2.8	-5	CCN(CC)S(=O)(=O)c1ccc(NC(=O)CCC2CCCCC2)cc1
-0.5	-6	CC[C@@H]1C(=O)[C@H](Cc2ccccc2)[C@H]2CCCC(=O)N3CC[C@@H]1[C@@H]23
0.4	-2	C[C@H](O)[C@@H]1C(=O)N2CCc3ccc(-c4ccccc4)cc3[C@@H]2C[C@@H]1N(C)C(=O)c1ccc(C#N)cc1
73*	2	O=C1NC(=O)C(=Cc2ccc(Cl)c(Cl)c2)S1
0.2	4	COc1ccc(CC(=O)Nc2ccc(F)c(S(=O)(=O)N3CCOCC3)c2)cc1
0.8	-3	Cc1cc(Cl)ccc1OCC(=O)N(Cc1ccco1)c1c(N)n(Cc2ccccc2)c(=O)[nH]c1=O
0.3	-1	CCC1C/C(=C\c2cccnc2)C(=O)/C(=C/c2cccnc2)C1 (stereo unspecified)
-0.2	0	CC(C)(c1cc(Cl)c(O)c(CN2CCOCC2)c1)c1cc(Cl)c(O)c(CN2CCOCC2)c1
-0.2	1	Cc1cc(=O)[nH]c2ccc(Cc3ccccc3)cc12
28	-8	O=[N+]([O-])c1cc(N=Nc2ccc3ccccc3c2)ccc1O
-0.2	-1	O=C1NCCNC1c1ccccc1 (stereo unspecified)
3.0	-3	Nc1cc2cccnc2cc1Cl
0.6	2	O=C(OCc1ccccc1)N1CCC2CC1c1cc(-c3ccccc3)ccc12 (stereo unspecified)
3.3	-3	O=C1NC[C@H](Cc2ccccc2)N(CC2CCN(CCc3ccc(-c4ccccc4)cc3)CC2)C1=O
0.4	1	CCOC(=O)Nc1cc2c(cc1[N+](=O)[O-])-c1ccccc1C2=O
102*	-10	O=C(NC1CCCCCCC1)c1cc(COc2ccc3ncccc3c2)on1
2.7	10*	O=C1[C@H](Cc2ccccc2)NCCCC[C@H](c2ccc(Cl)cc2)N1Cc1ccccc1
2.2	-1	O=C1C(C=NCc2cccnc2)=C(O)c2ccccc21
3.6	-13	CNc1ccc(N=Nc2cccc3ncccc23)cc1
1.4	0	O=[N+]([O-])c1cc(Cl)ccc1-c1nc(-c2ccccc2)no1

(next part)
MPTP block	GRIN3A LBD mod	Compound
-1.4	0	CC1CN(c2ccccn2)C(C)CN1C(=S)Nc1ccccc1 (stereo unspecified)
0.5	-1	Cc1cc(N)ncc1[N+](=O)[O-]
-0.9	-1	COC(=O)Cn1cnc(=O)c(C#N)c1/C=C/N(C)C
3.8	-1	CCC(CO)[n+]1c(C)cc(/C=C2\Sc3ccccc3N2Cc2ccccc2)cc1C (stereo unspecified)
0.0	-6	CC(=O)C1CCC2C3CCC4=CC(=O)C=CC4(C)C3C(=O)CC12C (stereo unspecified)
0.2	0	Nc1nc2ccc(Br)cc2o1
0.9	0	COC1=C(NCc2ccc3c(c2)OCO3)C(=O)C(OC)=C(NCc2ccc3c(c2)OCO3)C1=O
-3.7	0	O=C(c1ccc(Cl)c(S(=O)(=O)N2CCCC2)c1)N1CCN(Cc2ccccc2)CC1
-2.0	-10	O=C1C=CC(=O)N1c1ccc(Nc2ccccc2)cc1
0.0	2	O=C(O)c1ccc([N+](=O)[O-])cc1
4.2	-5	Cc1cc(C(=O)N/N=C/c2ccc(O)c(O)c2O)c(C)n1-c1ccccc1
0.1	0	C=CCOC1COC2C(OCC=C)COC12 (stereo unspecified)
-1.0	-2	CC1=CC(=O)Nc2cncnc2N1
-1.1	2	CCC(=O)c1ccc(OCC(=O)OCC(=O)Nc2cccc(S(=O)(=O)N3CCOCC3)c2)cc1
-0.6	-3	CC(C)[C@H](NC(=O)c1cccc(S(=O)(=O)N2CCOCC2)c1)C(=O)OCC(=O)Nc1cccc(Br)c1
-2.0	0	CC(C)Oc1ccc(S(=O)(=O)N2CCOCC2)cc1NC(=O)c1cccc(S(=O)(=O)N2CCCC2)c1
-0.7	3	CCCCC(=O)N/N=C/c1ccc(N2CCOCC2)c([N+](=O)[O-])c1
-1.3	0	CCOC(=O)C1C(=O)C(=O)N(Cc2ccccc2)C1C(=O)OCC (stereo unspecified)
2.3	10*	CN(C(=O)c1cccc(NC(=O)Cc2ccc(NC(=O)C3CCCN(S(=O)(=O)c4cccc([N+](=O)[O-])c4)C3)cc2)c1)C1CCCCC1 (stereo unspecified)
-1.8	-2	CC(=O)OCC1OC(n2c(-c3ccc(Cl)cc3)ccc(C#N)c2=S)C(OC(C)=O)C(OC(C)=O)C1OC(C)=O (stereo unspecified)

Next structures follow.
MPTP block	GRIN3A LBD mod	Compound
1.5	1	Cc1ccc(CCC(=O)Nc2ncc(Cc3cc(Cl)ccc3Cl)s2)o1
98*	4	CC1=C(C)/C(=N\OS(=O)(=O)c2ccc(C)cc2)C=CC1=O
0.3	-1	Cc1nn(Cc2ccccc2)c(C)c1NC(=O)CSc1nc(-c2ccccc2)nc2c1cnn2-c1ccccc1
2.7	3	Cc1nc(Cc2ccccc2)sc1CC#N
-0.8	-1	Cc1ccc(NC(=O)CCN2CCN(CCO)CC2)cc1
0.3	-1	CCCCN(C(=O)C1CC(=O)N(CCc2ccc(OC)c(OC)c2)C1)c1c(N)n(CC(C)C)c(=O)[nH]c1=O (stereo unspecified)
6.0	-5	O=C(COC(=O)c1c2c(nc3ccccc13)/C(=C/c1ccco1)CC2)NC1CCCC1
1.9	-1	O=c1c([N+](=O)[O-])cn(Cc2ccccc2)c(=O)n1Cc1ccccc1
94*	8	O=C(c1ccc(O)c(Br)c1)c1cc(Br)ccc1O
8.1	-5	CCOc1ccc2nc(NCCNC(=O)Nc3ccccc3)c(C#N)cc2c1
-0.8	5	CC(O)(c1ccc(Cl)cc1)C(c1ccccc1)c1ccccn1 (stereo unspecified)
-0.3	-2	COc1cc(-n2nnnc2SCC(=O)N2CCN(c3ccc(F)cc3)CC2)c(OC)cc1Cl
0.4	1	COc1cc(/C=C2\SC(=Nc3c(C)n(C)n(-c4ccccc4)c3=O)NC2=O)ccc1O
-0.6	-1	Cc1[nH][nH]c(=O)c1C(c1ccc(-c2ccc(C(=O)O)cc2)o1)c1c(C)[nH][nH]c1=O
3.0	0	c1ccc2c(c1)ccc1[nH]c3c(c12)CCCC3
-2.7	-4	CN(C)CCCn1c(SCC(=O)N2c3ccccc3Sc3ccccc32)nc2ccccc2c1=O
-3.2	2	Cc1ccc(S(=O)(=O)c2cc3c(=O)n4cccc(C)c4nc3n(CCc3ccccc3)c2=N)cc1C
-0.4	0	COc1cc(/C=C/c2ccccc2)cc(OC)c1
2.8	-9	CN(Nc1cccc(Cl)c1)c1cccc(Cl)c1
2.2	3	COc1cc(N2CCCC2)c(OC)cc1/C=C(/C#N)c1cccc(F)c1

More entries follow.
MPTP block	GRIN3A LBD mod	Compound
0.1	-1	O=S(=O)(c1ccc(F)cc1)c1nc(-c2ccc(F)cc2)oc1NCCN1CCOCC1
25	1	CC1CCc2cc(F)ccc2N1C(=O)CCl (stereo unspecified)
3.4	3	Cc1ccc(Cl)cc1N1CCN(Cc2nnnn2Cc2ccco2)CC1
3.1	12*	CC(C)C[C@@H](CN1CCCC1CN1C(=S)NC[C@@H]1Cc1ccc(O)cc1)N1C[C@H](Cc2ccccc2)N(CC2CCCCCC2)C1=S (stereo partly specified)
6.3	-2	C=C(CCO)C1=CCN(S(=O)(=O)C(C)(C)C)[C@H]1CCO
-1.4	0	COC(=O)c1nc[nH]c1[N+](=O)[O-]
0.7	-3	CC(=O)c1cccc(OC(=O)Oc2cccc(C(C)=O)c2)c1
-1.1	-1	NC(=O)NN=C(C1CC1)C1CC1
2.0	-1	Cc1ccc(N2C(=O)[C@@H]3[C@H](C2=O)C2c4ccccc4C=CN2[C@@H]3C(=O)c2ccco2)cc1 (stereo partly specified)
1.0	1	COc1ccc(OC)c(C(=O)CSc2nc3c(c(=O)n(C)c(=O)n3C)n2C(C)C)c1
3.0	-1	CCOC(=O)c1sc(NC(=O)CSc2nc(-c3ccco3)cc(C(F)(F)F)n2)c(C(=O)OCC)c1C
-1.7	-7	Cc1nnc(NC(=O)CSc2nnc(CNC(=O)c3ccccc3F)n2C(C)C)s1
0.7	0	CCN(CC)c1ccc(S(=O)(=O)N2CCOCC2)cc1NC(=O)CSc1cccc[n+]1[O-]
0.8	-3	Cc1ccc2cc(C)c(Sc3nnnn3-c3ccccc3)nc2c1
0.0	1	COc1ccc(NC(=S)Nc2ccc3nccnc3c2)cc1
-0.3	0	O=C(O)c1ccc(N2C(=O)c3cccc4c(C(=O)O)ccc(c34)C2=O)cc1
0.3	-3	O=c1[nH]c2c(c(=O)[nH]1)OCN(Cc1ccccc1)C2
3.8	29*	O=c1cc(CSc2nc3ccccc3c(=O)[nH]2)c2ccc(O)cc2o1
1.2	0	O=C(Nc1ccc(C(=O)N2CCCC2)cc1)C1CCCC1
-0.3	1	Cc1cc(-c2ccccc2)cc(=O)[nH]1

The list goes on:
MPTP block	GRIN3A LBD mod	Compound
11	0	COc1ccc(N)c2c1C(=O)c1ccccc1C2=O
80*	4	O=C(NC(c1ccc(Cl)cc1)c1c(O)ccc2ccccc12)c1ccccc1 (stereo unspecified)
4.6	1	COc1ccc(C(=O)c2sc3nc(C)cc(-c4cccs4)c3c2N)cc1
1.0	0	CC12C(=O)N(c3nccs3)C(=O)C1(C)C1CCC2O1 (stereo unspecified)
-0.3	-1	CCc1nc(SCC(=O)Nc2ccc(N(CC)CC)cc2)n[nH]1
0.8	-1	CN(CCc1ccccc1)C(=O)c1cccc(NC(=O)Cc2cccc(NC(=O)C3CCN(C(=O)c4ccccc4)CC3)c2)c1
-0.9	0	Cc1nc(Cl)sc1C(=O)Nc1ccc(F)cc1
1.3	1	CSc1nc(-c2ccco2)nn1C(=O)c1ccccc1Cl
2.0	1	N/C(=N\OC(=O)c1ccccc1)C(Cc1ccccc1)C(=O)NOC(=O)c1ccccc1 (stereo unspecified)
0.1	-4	CC1(c2ccccc2)NC(=O)N(CC(=O)Nc2cc(C(F)(F)F)ccc2N2CCCCC2)C1=O (stereo unspecified)
4.5	10*	CC(=O)c1cccc(NC(=O)/C=C/c2ccc([N+](=O)[O-])s2)c1
91*	25*	N#CC(C#N)=C(Nc1ccc(F)cc1)SCc1cccc(Br)c1
0.2	0	Nc1ncnc(Sc2ncccn2)c1[N+](=O)[O-]
1.5	0	COc1ccc(N2CCN(C(=O)COC(=O)[C@@H](NC(=O)OCc3ccccc3)C(C)C)CC2)cc1
-1.4	1	Cc1ccc(NC(=O)CN2CCCCCC2)c(Br)c1
-0.2	-3	COc1cc(C)c(C2NC(=O)c3ccccc3N2)cc1C (stereo unspecified)
-0.7	-2	N#CC(c1ccc(O)cc1)N1CCN(C(C#N)c2ccc(O)cc2)CC1 (stereo unspecified)
90*	26*	COc1cc(OC)c(NC(=O)c2cc3ccccc3cc2O)cc1Cl
-0.4	2	CC1CC2CCCC(O)=C2C(=O)O1 (stereo unspecified)
2.7	1	Cc1nc(N)nc(N)c1Oc1ccc(Cl)cc1

New compounds follow.
MPTP block	GRIN3A LBD mod	Compound
2.4	-1	O=C(O)CCC(=O)c1ccc2sc3ccccc3c2c1
-4.8	2	CN1CCC/C1=C/C=C1\SC(=S)NC1=O
-0.6	5	COc1ccc(S(=O)(=O)N2CCN(C(=O)C3CC(=O)N(c4ccccc4F)C3)CC2)cc1OC (stereo unspecified)
1.3	-2	COC(=O)C1=NN(C(=O)c2cccc(Cl)c2)C(O)(C(C)(C)C)C1 (stereo unspecified)
-1.6	-2	CN(C)CCNC(=O)c1cccc2[nH]c(-c3ccncc3)nc12
-0.8	-2	CCCC(c1nnnn1CCOC)N1CCN(c2cccc(OC)c2)CC1 (stereo unspecified)
-0.4	-1	O=C(OC1CCCC1)c1ccc(Cl)cc1Cl
-0.8	-3	S=C(Cc1ccccc1)Nc1ccccc1
19	-1	CNC(CC(=O)c1ccc([N+](=O)[O-])cc1)C(Cl)(Cl)Cl (stereo unspecified)
74*	2	CC(C)c1ccc(/C=N/NC(=O)c2cccc(Cl)c2)cc1
-0.7	-1	O=C(NCCc1ccccc1)c1ccc(NC(=O)C2CC2)cc1
-3.9	-4	O=C(Nc1ccccc1)Oc1cccc2cccnc12
1.3	-1	Cn1ccc2cc(OCc3ccccc3)ccc21
-0.5	0	CC(C)CC1CCCC12NC(=O)NC2=O (stereo unspecified)
0.2	2	CCN(CC(=O)Nc1ccc(NC(C)=O)cc1)C(=O)c1ccc(N2C(=O)c3ccccc3C2=O)cc1
-0.8	-1	CC(C)Cn1cnc2c(N)nc3ccccc3c21
0.7	-2	COC(=O)C(C(=O)OC)C(CC(=O)c1ccc(Br)cc1)c1ccccc1 (stereo unspecified)
93*	-3	Cc1nc2ccc(F)cc2cc1C(=O)Nc1ccc(Cl)c(Cl)c1

Bioassay records as filed in PubChem.
